# PGE2 EP2 inh: inhibitors of human EP2 prostaglandin E2 receptor; P43116; C6 glioma cells expressing human EP2, cAMP TR-FRET; cells stimulated with saturating PGE2; inhibition, % at 25 µM; 260,000 tested, 0.52% active;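 active = percent inhibition above 40 after rounding to a whole number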;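 also: rat C6 glioma host cells with rolipram phosphodiesterase inhibitor present; the protocol text gives 20 µM as final concentration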
# Target sequence (P43116 whole entry, looked up): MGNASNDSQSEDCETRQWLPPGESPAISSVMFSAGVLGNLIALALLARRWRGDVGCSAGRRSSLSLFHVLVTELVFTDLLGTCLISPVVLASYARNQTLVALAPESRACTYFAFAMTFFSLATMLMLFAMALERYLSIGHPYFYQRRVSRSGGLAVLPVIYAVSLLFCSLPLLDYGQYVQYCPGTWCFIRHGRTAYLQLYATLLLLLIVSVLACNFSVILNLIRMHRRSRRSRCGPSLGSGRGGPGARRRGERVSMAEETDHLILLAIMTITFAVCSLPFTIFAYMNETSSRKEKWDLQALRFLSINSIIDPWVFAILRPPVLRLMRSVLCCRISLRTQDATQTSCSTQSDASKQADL
# L929 necroptosis: L929 zVAD cell death inhibition; viability rescue, % at 10 µM; L929 zVAD necroptosis rescue, ATP luminescence, 24 h; with zVAD 60 µM; 220,000 tested, 0.38% active; AID 1377;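 active = activation, scaled between plate controls, above about 75%, limit read from the data; inactive = activation under that limit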;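 also: 0% = zVAD with DMSO and 100% = DMSO alone without zVAD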
# Wee1 degr inh: human Wee1 degradation inhibition, primary screen; 220,000 tested, 1.2% active; HeLa Luc-Wee1K328M stability, luciferase luminescence; 100% = proteasome inhibitor MG132 effect; P30291; reporter increase, % at 5 µM; AID 1321;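 active = activation above the mean of all tested compounds plus 3 SD, set per screening run, cut at about 8.8% in these data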;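 also: cells exposed to compound for 20 h before luminescence read; 0% = DMSO alone and 100% = MG132 at 30 µM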
# PPC-1+TRAIL kill: PPC-1 cancer cell killing with TRAIL present. PPC-1 cells + TRAIL, ATPLite viability luminescence. cell killing (% activity), % at 4 µM. 220,000 tested, 0.41% active. AID 1443;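 active = cell killing above 50% in the first pass at 4 µM, then a duplicate retest at 5 µM averaging 50% or more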;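 also: plate controls were cells with TRAIL plus DMSO for no effect and medium-only wells lacking cells for full effect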
# TNF death inh: blocks TNF-alpha induced death of Jurkat FADD-/- cells. Jurkat FADD-/- TNF necroptosis rescue, ATP luminescence, 24 h; 0 = TNF only, 100 = no-TNF cells. 220,000 tested, 0.068% active. activation (protection from cell death), % at 10 µM;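 active = activation, meaning protection from cell death, of at least 50% relative to plate controls; inactive = activation below 50%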;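 also: necroptosis triggered by 40 ng/mL TNF-alpha added together with compound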
# FXIa inh 1536: blocks human coagulation factor XIa protease activity; P03951; purified FXIa, Boc-Glu-Ala-Arg-AMC fluorogenic substrate; inhibition, % at 5 µM; 220,000 tested, 0.14% active; AID 798;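 active = inhibition of at least 40%; inactive = inhibition below 40%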;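 also: fluorescence of freed AMC excited at 355 nm; 0% = enzyme without compound and 100% = no enzyme blank; many of its hits are not listed in these tables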
# TbHK1 inh: blocks Trypanosoma brucei hexokinase 1 activity; recombinant TbHK1, G6PDH-coupled NADH A340; inhibition, % at 10 µM; 220,000 tested, 0.11% active;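 active = inhibition of 50% or more in the single-dose primary screen; inactive = inhibition below 50%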
# CHOP inh: CHOP inhibition in unfolded protein response; CHO-K1 CHOP-promoter luciferase, tunicamycin-induced, 15-18 h; 220,000 tested, 3.8% active; inhibition, % at 10 µM;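 active = compounds that reduced the stress-induced luciferase reporter signal by more than about 70% of percent inhibition, limit read from the data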;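 also: 0% = tunicamycin plus vehicle and 100% = wells without tunicamycin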
# FXIIa inh: inhibitors of human coagulation factor XIIa | P00748 | purified FXIIa, Boc-QGR-AMC fluorogenic substrate, 2 h | inhibition, % at 5 µM | 220,000 tested, 0.3% active | AID 800; in the data active = inhibition above about 40%;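 also: 0% = enzyme with no compound and 100% = blank without enzyme; many of its hits are not listed in these tables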
# Target sequence (P00748 20-372 limits assumed): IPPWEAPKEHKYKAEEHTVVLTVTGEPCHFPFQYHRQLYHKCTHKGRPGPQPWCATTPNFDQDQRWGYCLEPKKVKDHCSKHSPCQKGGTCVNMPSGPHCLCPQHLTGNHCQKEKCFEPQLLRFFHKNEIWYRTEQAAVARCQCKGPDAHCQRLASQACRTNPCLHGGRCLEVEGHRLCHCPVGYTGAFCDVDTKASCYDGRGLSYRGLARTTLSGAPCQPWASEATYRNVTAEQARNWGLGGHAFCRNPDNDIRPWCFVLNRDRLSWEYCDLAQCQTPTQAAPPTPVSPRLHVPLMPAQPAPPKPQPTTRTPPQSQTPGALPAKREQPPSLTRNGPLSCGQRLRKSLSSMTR
# Target sequence (P00748 373-615 limits assumed): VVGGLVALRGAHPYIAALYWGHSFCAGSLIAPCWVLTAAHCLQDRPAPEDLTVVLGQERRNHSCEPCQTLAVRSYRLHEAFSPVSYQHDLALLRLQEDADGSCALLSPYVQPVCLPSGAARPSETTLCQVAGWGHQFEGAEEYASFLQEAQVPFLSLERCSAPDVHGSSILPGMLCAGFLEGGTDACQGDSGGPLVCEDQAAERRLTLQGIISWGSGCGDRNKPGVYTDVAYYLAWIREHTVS
# Numbers without * were called inactive; . = no result given; & = joins results of further samples. An excerpt; the hit share may differ from the screen's.
# The opening 3 entries, ahead of the listing:
mol	PGE2 EP2 inh	L929 necroptosis	Wee1 degr inh	PPC-1+TRAIL kill	TNF death inh	FXIa inh 1536	TbHK1 inh	CHOP inh	FXIIa inh
O=C(NC(=S)Nc1cccc(C(F)(F)F)c1)c1ccc2nonc2c1	8.1	0.5	1.1	2.4	-6.1	7.1	-9.1	4.7	15.5
CC1Oc2ccccc2N(CC(=O)Nc2ccc3c(c2)OCCO3)C1=O (stereo not given)	6.8	0.0	1.2	-7.6	-1.1	-4.7	4.4	27.2	16.3
CCOC(=O)c1ccccc1-n1c(C)cc(C2N=C(N)Nc3nc4ccccc4n32)c1C (stereo not given)	2.9	0.1	-2.7	1.0	-0.8	-2.1	7.4	23.7	14.0

# All compounds of this part, repeating the preview:
mol	PGE2 EP2 inh	L929 necroptosis	Wee1 degr inh	PPC-1+TRAIL kill	TNF death inh	FXIa inh 1536	TbHK1 inh	CHOP inh	FXIIa inh
O=C(NC(=S)Nc1cccc(C(F)(F)F)c1)c1ccc2nonc2c1	8.1	0.5	1.1	2.4	-6.1	7.1	-9.1	4.7	15.5
CC1Oc2ccccc2N(CC(=O)Nc2ccc3c(c2)OCCO3)C1=O (stereo not given)	6.8	0.0	1.2	-7.6	-1.1	-4.7	4.4	27.2	16.3
CCOC(=O)c1ccccc1-n1c(C)cc(C2N=C(N)Nc3nc4ccccc4n32)c1C (stereo not given)	2.9	0.1	-2.7	1.0	-0.8	-2.1	7.4	23.7	14.0
CCCSc1nc2c(cnn2-c2ccc(Cl)cc2)c(=O)[nH]1	8.6	2.4	0.3	17.4	-0.4	-2.2	-8.9	21.1	-4.5
O=C(Cn1nc(-c2cccc([N+](=O)[O-])c2)c2ccccc2c1=O)Nc1cccnc1	8.9	-0.5	6.1	1.7	-0.5	9.8	-4.7	15.9	15.4
O=S1(=O)CC/C(=N/Nc2ccccn2)c2cc(F)ccc21	15.2	4.6	-0.2	12.2	13.3	2.9	-54.5	18.2	5.9
CCCOC1CCCN(C(=O)CCc2nnc(Cc3cccc(C)c3)o2)C1 (stereo not given)	3.9	-0.2	-0.9	2.8	-0.4	2.8	-11.2	17.6	7.3
CN(CCn1ccnc1)Cc1cn(-c2ccccc2)nc1-c1ccc2c(c1)OCO2	6.7	0.2	1.3	-8.2	2.0	-0.9	7.6	8.5	12.0
CCO[C@H]1OC(C(=O)N2CCN(C)CC2)=C[C@@H](c2coc3ccccc3c2=O)[C@@H]1CCCO	7.9	-0.2	1.4	7.7	-0.1	-2.3	-9.7	4.2	9.3
COc1ccc(S(=O)(=O)Nc2cc(C)ccn2)cc1	7.1	0.0	-1.4	-14.2	0.5	3.3	-3.2	13.6	17.4
CC1(C)C(=O)C2(C(=O)NCc3ccccc3)CCC1C2 (stereo not given)	18.1	-1.0	1.6	-4.9	0.1	-10.4	4.0	-4.3	-7.9
CCC(c1ccccc1)c1nc(-c2cccnc2)no1 (stereo not given)	9.2	0.3	-2.1	11.2	10.4	-4.1	0.4	8.1	-0.4
CCN1CCC(CNCc2cn(-c3ccc(OC)cc3)nc2-c2ccccc2Cl)C1 (stereo not given)	5.5	4.4	3.4	13.6	-4.3	-0.9	-5.5	-10.2	9.2
COc1ccc(C(=O)N/C(=C/c2ccco2)C(=O)NC2CCS(=O)(=O)C2)cc1 (stereo not given)	7.9	3.4	4.6	12.4	-0.6	-3.3	-19.3	30.3	8.6
N=C(N)SCc1nc2ccccc2c(=O)n1-c1ccccc1	9.8&5.1	2.8&1.3	6.1&-3.5	-13.8&10.5	0.9&-0.6	0.7&3.3	-3.4&-2.2	-8.1&-35.0	1.8&5.7
O=[N+]([O-])c1ccccc1/C=C/C=N/Nc1ccc(S(=O)(=O)Nc2ccc(Cl)cc2)cc1[N+](=O)[O-]	7.0	0.1	7.1	6.8	-0.7	8.3	-17.1	43.9	5.5
COC(=O)[C@@H]1[C@@H](C#N)C2(c3ccccc3-c3ccccc32)N(c2ccc(Cl)cc2)N1C#N	6.0	-0.1	1.2	15.7	-10.1	9.7	-22.3	82.0*	-0.7
COc1ccc(C2=CC(c3cc(OC)c(OC)c(OC)c3)NC(=S)N2)cc1 (stereo not given)	19.3	-0.1	0.2	10.9	-1.8	-12.5	-16.3	8.6	-2.7
CCn1nc(C)c(CN2CCCC(CO)(Cc3cccc(Cl)c3)C2)c1C (stereo not given)	10.0	-1.2	0.2	9.3	2.0	-5.9	-3.2	6.6	8.9
CC1=Nn2c(nnc2-c2ccccc2F)SC1	7.6	0.1	-0.3	-5.7	-3.1	-10.9	0.4	-15.9	-2.0
COc1ccccc1/C=C/C(=O)Nc1nc(N)n(-c2ccccc2)n1	13.5	5.1	2.8	-7.9	-2.8	4.8	-45.7	26.2	7.3
Cc1nn(C)cc1-c1cc(C(=O)O)c2ccccc2n1	9.6	0.6	3.7	.	1.0	-3.3	-14.3	54.9	9.7
CCOc1ccc(N2CC(O)(c3ccc(F)cc3)[N+]3=C2CCCC3)cc1 (stereo not given)	-1.0	-0.3	4.5	3.7	0.5	-3.5	-3.1	11.6	4.3
Cc1ccc(F)cc1CNC(=O)c1cc(COc2ccc3ncccc3c2)on1	3.5	0.8	2.4	24.8	0.1	-5.4	-3.6	35.7	-0.2
CC(C)C1=NN(C(=O)c2ccccc2)C(O)(C(C)(C)C)C1 (stereo not given)	.	0.2	0.0	31.8	-1.2	-12.3	0.0	15.5	4.3
CCOC(=O)Cc1csc(NC(=S)NC(=O)c2ccccc2Br)n1	5.3	1.5	2.5	25.0	0.7	3.5	-13.8	14.6	5.6
Cc1cc(C)cc(N(CCC#N)C(=O)CSc2nc3nc(C)cc(C)n3n2)c1	6.6	-0.3	0.7	2.3	-1.4	29.4	3.7	-9.0	12.1
CCC(C)(C)n1nnnc1CN(Cc1cc2cc(OC)ccc2[nH]c1=O)C1CCCC1	12.9	-0.2	5.0	-0.5	-3.6	1.3	-19.7	-0.4	5.3
CC(C)OC(=O)c1ccc(COC(=O)c2cccc(-c3nnc(-c4ccccc4)o3)c2)cc1	7.8	0.9	2.1	6.7	3.5	10.1	-0.2	58.5	9.2
O=C(CCCN1C(=O)c2ccccc2C1=O)Nc1ccc(Br)cn1	4.5	1.4	-0.4	-0.5	2.9	1.2	0.8	17.0	17.2
COCCN1C(=O)/C(=C/c2ccc(N3CCCC3)cc2C)SC1=S	8.0	-0.7	-2.2	13.4	-4.8	4.6	4.1	6.1	7.9
CCOC(=O)C(C(C)=O)=C1SC2CS(=O)(=O)CC2S1 (stereo not given)	4.4	0.1	0.7	13.3	0.2	1.2	-29.9	10.6	8.7
Fc1ccc(-c2cnc3n2CCCCC3)cc1	0.8	1.8	1.8	5.3	-0.4	1.4	0.7	4.6	9.0
Cc1[nH]c2ccccc2c1C(=O)NS(=O)(=O)Nc1ccc(F)cc1	2.5	2.1	7.1	10.8	0.9	-2.3	-4.2	25.6	5.0
CCCCNC(=O)C1c2ccccc2Oc2ccccc21	7.6	0.5	-0.7	11.3	0.4	-0.2	0.9	8.2	5.7
COc1cc(C2C3C(=O)N(Cc4ccccc4)C(=O)C3ON2c2ccccc2)cc(OC)c1O (stereo not given)	13.9	0.5	-0.4	9.1	-0.6	16.4	-0.6	7.7	20.8
Cc1ccc(-n2nnc(-c3cc4ccccc4nc3Cl)n2)cc1	5.4	0.5	1.8	18.3	-0.5	-0.7	-5.8	23.4	4.7
O=C(NCc1ccccc1F)C1CCN(C(=O)c2sccc2-n2cccc2)CC1	2.8	-0.6	6.2	29.1	2.0	-1.6	-16.1	-7.8	10.4
Cc1c(CNCCC2=CCCCC2)c(C(=O)O)c(C)n1Cc1ccccc1	6.5	0.6	2.4	11.3	0.6	-4.3	-4.5	18.6	0.0
Cc1ccc(CNC(=O)C(=O)NCC2OCCN2C(=O)c2ccc3c(c2)OCO3)cc1 (stereo not given)	2.7	0.4	4.4	-3.9	-0.2	4.2	8.5	12.7	10.5
COc1cccc(-c2nc(N3CCCC3)c3ccccc3n2)c1O	13.9	1.5	0.1	4.7	-0.3	3.1	-16.1	-3.3	6.7
N#Cc1ccc(C23CC4(C2)[C@H](CN(Cc2ccc(-c5ccccc5)cc2)[C@@H]4c2ccccc2)C3c2ccccc2)cc1 (stereo not given in full)	-0.4	-0.3	.	-3.7	1.3	1.3	1.1	-12.4	7.6
COc1ccc(C(=O)Nc2ccc(-n3nncc3C(C)(C)C)cc2)cc1	2.1	2.0	7.3	-6.7	2.4	-3.3	4.2	6.0	-0.5
CC(CN1CCCC1)C(=O)NN (stereo not given)	4.5	-0.1	5.3	17.3	-0.6	30.0	7.6	-5.4	27.4
CN(C)CCCOC(=O)COc1ccc(C(C)(C)C)cc1	2.8	0.2	-0.3	18.8	1.3	8.8	0.9	-19.1	5.3
CN(C)CCn1c(=O)n(-c2cccc(Cl)c2)c(=O)c2c3c(sc21)CCCCC3	4.6	-1.1	-0.7	-16.2	-2.2	3.7	-8.0	6.7	7.8
c1cncc(-c2nc(NCCCN3CCOCC3)c3c4c(sc3n2)CCC4)c1	8.3	1.1	-2.4	14.8	1.0	-11.2	-16.9	-24.7	4.9
Cc1nnc(Nc2ccc3c(c2)OCO3)c2ccccc12	0.3	1.4	-0.1	-8.4	-0.1	-1.4	-20.9	-27.8	11.3

# The final two entries of the section before open the next one.
mol	PGE2 EP2 inh	L929 necroptosis	Wee1 degr inh	PPC-1+TRAIL kill	TNF death inh	FXIa inh 1536	TbHK1 inh	CHOP inh	FXIIa inh
c1cncc(-c2nc(NCCCN3CCOCC3)c3c4c(sc3n2)CCC4)c1	8.3	1.1	-2.4	14.8	1.0	-11.2	-16.9	-24.7	4.9
Cc1nnc(Nc2ccc3c(c2)OCO3)c2ccccc12	0.3	1.4	-0.1	-8.4	-0.1	-1.4	-20.9	-27.8	11.3
C[C@@H]1C=C(C(=O)O)O[C@H](OCc2ccc(CO)cc2)C1	2.6	-0.1	-1.8	7.1	0.4	-3.2	-7.3	16.9	-0.9
COC(=O)C1CCN(C(=O)COC(=O)Cn2cnnn2)CC1	12.0	-0.4	1.5	8.1	-1.6	2.5	-1.6	-1.1	18.0
COc1cc(OC)c(N(C)S(=O)(=O)c2cccc(C(=O)OCC(=O)NCc3ccco3)c2)cc1Cl	8.9	-1.1	1.8	0.8	-4.5	3.0	5.7	27.3	10.3
CCCNC(=O)C(C)n1c2ccccc2c2nc(=O)cc(C)n21 (stereo not given)	5.0	-1.1	-0.8	-0.4	0.4	-10.2	-5.3	18.5	3.2
O=C(COc1cccc2cccnc12)N/N=C1\SCC(=O)N1Cc1ccccc1	14.3	0.8	-1.0	6.4	-0.5	-10.2	-5.1	17.5	8.5
Cn1nccc1C(=O)Oc1ccc(/C=N/NC(=O)c2ccccc2O)cc1	6.8	1.2	-1.0	9.2	-0.7	3.2	-6.2	-23.8	9.8
COc1ccc(C(=O)n2nc(-c3ccccc3)nc2N)cc1OC	17.7	-0.4	-0.3	-16.5	-2.4	12.8	-2.1	42.6	9.5
COc1ccc(/C=C/C(=O)c2cc(Cl)ccc2O)c(OC)c1	13.6	0.9	-1.2	-6.7	-3.3	2.5	-16.8	-9.4	2.8
COc1nnc(-c2ccc(N3CCOCC3)c(NC(C)=O)c2)c2ccccc12	4.0	1.4	-2.4	9.8	-0.1	4.0	-15.9	-16.4	11.1
